Bioassay records from PubChem.
XiGFP reactiv = X-chromosome reactivation activator; XiGFP mouse fibroblasts, % GFP-positive cells imaging, 3 d; cells co-treated with 5-aza-dC sensitizer; scaled so ellipticine positive control = 100%; activation, % at 7.58 µM; hit rate 0.055% among 360,000; AID 743238;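 active = mean normalized replicate activation at least 10% and every replicate at or above 10%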;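 also: 0% = median of on-plate neutral control wells and 100% = ellipticine 6 µM median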
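Material: XiGFP fibroblasts, SV40-immortalized. Buffer or medium: DMEM plus 5-aza-dC sensitizer. Compound: single concentration per compound, delivered by pin transfer. Times: 3 days compound exposure. Controls: ellipticine 6 µM.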
ERAP1 inh = ERAP1 (human) enzyme inhibition; recombinant ERAP1, Leu-AMC fluorescence, 60 min; inhibition, % at 10.7 µM; hit rate 0.15% among 340,000;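 active = mean replicate inhibition of at least 30%, or all replicates individually reaching that 30% level; inactive = mean below 30% and not every replicate reaching it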;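 also: 0% = neutral control wells and 100% = L-leucinethiol positive control wells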
Target sequence (Q9NZ08 whole entry, looked up): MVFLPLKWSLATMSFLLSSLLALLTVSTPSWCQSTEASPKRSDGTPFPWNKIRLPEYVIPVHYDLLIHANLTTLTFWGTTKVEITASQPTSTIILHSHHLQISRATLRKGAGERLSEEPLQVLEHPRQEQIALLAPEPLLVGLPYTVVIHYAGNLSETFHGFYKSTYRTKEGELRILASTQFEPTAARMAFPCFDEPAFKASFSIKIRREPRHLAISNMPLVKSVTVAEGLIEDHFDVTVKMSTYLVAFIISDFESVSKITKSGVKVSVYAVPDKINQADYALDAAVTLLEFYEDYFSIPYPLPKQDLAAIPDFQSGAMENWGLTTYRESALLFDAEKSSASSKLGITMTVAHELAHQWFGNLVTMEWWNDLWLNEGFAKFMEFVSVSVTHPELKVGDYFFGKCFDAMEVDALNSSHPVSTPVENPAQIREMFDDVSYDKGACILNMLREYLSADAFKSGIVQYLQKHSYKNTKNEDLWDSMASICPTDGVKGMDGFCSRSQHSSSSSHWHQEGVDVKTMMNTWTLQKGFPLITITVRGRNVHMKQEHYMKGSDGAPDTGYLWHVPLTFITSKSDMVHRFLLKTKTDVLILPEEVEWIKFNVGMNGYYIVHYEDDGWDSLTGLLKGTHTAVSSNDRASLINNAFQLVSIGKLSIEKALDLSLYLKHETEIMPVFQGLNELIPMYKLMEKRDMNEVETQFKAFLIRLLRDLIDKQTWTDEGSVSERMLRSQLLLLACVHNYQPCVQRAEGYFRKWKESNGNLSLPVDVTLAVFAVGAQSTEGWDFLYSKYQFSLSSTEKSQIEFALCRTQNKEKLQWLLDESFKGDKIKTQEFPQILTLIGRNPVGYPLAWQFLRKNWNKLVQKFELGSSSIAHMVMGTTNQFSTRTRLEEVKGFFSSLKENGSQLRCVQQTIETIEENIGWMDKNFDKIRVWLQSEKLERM
C2C12 statin = suppression of simvastatin myotoxicity | hit rate 0.78% among 330,000 | C2C12 myotubes + simvastatin, ATP luminescence, 48 h; scaled: DMSO 0, geranylgeraniol control 100 | rescue of ATP level, % at 7.49 µM;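 active = mean ATP rescue above about 67%, or every replicate alone reaching that limit, limit read from the data, passing the limit was not always enough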;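 also: myotubes were challenged with 10 µM simvastatin during compound exposure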
LGR2 antag = Drosophila LGR2 receptor signaling inhibition | HEK293 LGR2, CRE-luciferase, bursicon-stimulated, 4 h | inhibition, % at 9.99 µM | hit rate 0.35% among 380,000;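 active = drop in luminescence signal, shown as inhibition above about 50% in the replicate tests, limit read from the data, passing the limit was not always enough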;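 also: agonist challenge used bursicon conditioned medium at about half maximal strength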
S100A4 MyoIIA = S100A4-myosin IIA interaction inhibition. AID 652163. S100A4/TAMRA-MyoIIA peptide fluorescence polarization. inhibition, % at 10.7 µM. hit rate 0.14% among 360,000;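 active = mean inhibition of at least 70% across replicates, with every replicate also reaching that level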
Target sequence (P26447 whole entry, looked up): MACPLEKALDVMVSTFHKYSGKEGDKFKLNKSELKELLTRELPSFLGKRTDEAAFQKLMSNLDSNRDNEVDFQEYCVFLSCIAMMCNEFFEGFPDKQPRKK
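incubation = readout 5 min after mixing, signal stable up to 60 min | system = S100A4 monomer protein | buffer or medium = HEPES pH 7.2 with CaCl2, KCl, NaCl, DTT, Triton | benchmarks = neutral control DMSO, positive control TFP | also added = fluorescent myosin IIA peptide, 5 nM | compound dosing = one concentration per compound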
Cneo AK release = Cryptococcus neoformans lysis via adenylate kinase release | AID 651654 | C. neoformans lysis, adenylate kinase release luminescence, 4 h; normalised: neutral wells 0, clomiphene wells 100 | lysis activity, % at 15 µM | hit rate 0.2% among 360,000;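 active = mean lysis activity across replicates of at least 80%, whatever share of replicates individually reach that level; inactive = mean lysis activity below 80%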
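Schedule: static 4 h at 37 °C with compound, 1 h detection; system: C. neoformans cells; benchmarks: Clomiphene as positive control; buffer or medium: fresh YPD medium; measure: luminescence rise reflecting yeast cell lysis; measured by: luminescent adenylate kinase detection reagent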
PGC1a acetyl inh = PGC1a acetylation modulation, inhibitor mode; AID 651687; U2OS PGC1a acetylation, AlphaScreen anti-acetyl-lysine; with virally co-expressed GCN5 acetyltransferase; hit rate 0.17% among 350,000; inhibition, % at 15.6 µM;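 active = every replicate shows inhibition of at least 40%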;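 also: 0% = neutral control wells and 100% = positive control wells; some results beyond the cut were filed as inactive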
SIRT5 block = sirtuin-5 (human) deacylase inhibition; Purified SirT5, succinyl-peptide AMC, trypsin-coupled fluorescence; hit rate 1.1% among 330,000; Q9NXA8; inhibition, % at 15 µM; AID 652115; in the data active = inhibition above about 15%
Numbers without * were called inactive; . = not tested or not shown; & = joins results of further samples. These rows are one share of the data; rates above refer to the full screens.

The first two entries, to show the layout:
Field names: A = XiGFP reactiv; B = ERAP1 inh; C = C2C12 statin; D = LGR2 antag; E = S100A4 MyoIIA; F = Cneo AK release; G = PGC1a acetyl inh; H = SIRT5 block
O=C1NC(c2ccc(Cl)cc2)Oc2ccccc21 (configuration not stated)
  A: 0.0	B: 2	C: -3	D: 15	E: 3	F: 2	G: .	H: 0

O=C(CCC1CCCC1)NNC(=O)c1ccc(F)cc1
  A: 0.0	B: 3	C: 14	D: 0	E: 0	F: 1	G: 13	H: -3

All compounds of this part, previewed entries included:
Field names: A = XiGFP reactiv; B = ERAP1 inh; C = C2C12 statin; D = LGR2 antag; E = S100A4 MyoIIA; F = Cneo AK release; G = PGC1a acetyl inh; H = SIRT5 block
O=C1NC(c2ccc(Cl)cc2)Oc2ccccc21 (configuration not stated)
  A: 0.0	B: 2	C: -3	D: 15	E: 3	F: 2	G: .	H: 0

O=C(CCC1CCCC1)NNC(=O)c1ccc(F)cc1
  A: 0.0	B: 3	C: 14	D: 0	E: 0	F: 1	G: 13	H: -3

COc1cccc(CC(NC(C)=O)C(=O)NC2CCN(C(=O)Nc3ccc(C)cc3)CC2)c1 (configuration not stated)
  A: 0.3	B: 3	C: 6	D: 7	E: -1	F: 0	G: .	H: 0

COc1ccc2oc(C(=O)NCc3ccco3)c(C)c2c1
  A: 0.0	B: 5	C: 3	D: -11	E: -2	F: -2	G: 1	H: -5

CN(CC(=O)OCC(=O)NCc1ccccc1)S(=O)(=O)c1ccc(F)cc1
  A: 0.0	B: 2	C: 0	D: 0	E: 1	F: 7	G: 7	H: -3

CCC(CC)c1nnc(NC(=O)Cc2c[nH]c3ccccc23)s1
  A: 0.0	B: 2	C: 19	D: 7	E: -4	F: -1	G: -8	H: .

COc1ccc(C(CNC(=O)c2ccco2)N2CCCC2)cc1 (configuration not stated)
  A: 0.0	B: 3	C: -1	D: -27	E: -5	F: 2	G: .	H: -4

C[C@@H]1CCCCO[C@H](CN(C)S(C)(=O)=O)[C@H](C)CN([C@@H](C)CO)C(=O)c2cc(NC(=O)Nc3ccccc3)ccc2O1
  A: 0.5	B: -2	C: .	D: 8	E: 0	F: 4	G: 9	H: 1

O=C(NCCNS(=O)(=O)c1ccccc1)c1ccc([N+](=O)[O-])cc1
  A: 0.3	B: 3	C: 4	D: 15	E: 3	F: -3	G: -1	H: 0

C=CCO[C@H]1CN(C(=O)OC)[C@@H]2C[C@H]1Oc1ccccc12
  A: 0.0	B: 3	C: .	D: 16	E: -13	F: .	G: .	H: 0

Cc1ccc(-c2cc(C(=O)N/N=C/c3c(C)nn(-c4ccccc4)c3C)n[nH]2)s1
  A: 0.3	B: 1	C: -41	D: -19	E: 1	F: -2	G: .	H: -7

CC(=O)Nc1ccc(NS(=O)(=O)c2ccccc2)cc1
  A: 0.2	B: 3	C: 0	D: 28	E: 0	F: 1	G: -2	H: 1

O=C(C[C@H]1CC[C@@H](NC(=O)C2CCC2)[C@H](CO)O1)Nc1nccs1
  A: -0.6	B: 3	C: 1	D: -5	E: 43	F: 3	G: 4	H: 2

C[C@@H]1CN([C@@H](C)CO)C(=O)c2cc(NS(=O)(=O)c3cn(C)cn3)ccc2O[C@@H](C)CCCCO[C@@H]1CN(C)CC1CCCCC1
  A: -0.7	B: -3	C: -15	D: 2	E: -24	F: 0	G: .	H: -1

CNC(=O)C[C@H]1CC[C@@H]2[C@H](COc3ccc(NC(=O)Nc4ccc(F)c(F)c4)cc3C(=O)N2C)O1
  A: 0.2	B: 0	C: -12	D: -3	E: -2	F: -7	G: 6	H: 3

COC(=O)c1cc(S(=O)(=O)N2CCN(c3ccc(F)cc3)CC2)c[nH]1
  A: 0.1	B: -1	C: -4	D: 5	E: -2	F: .	G: 12	H: 2

COc1ccc(N2CCN(C(=O)C3CCN(S(=O)(=O)c4ccc(C)cc4)CC3)CC2)cc1
  A: 0.0	B: -3	C: -4	D: 1	E: 2	F: 0	G: -5	H: 0

CCOCCCNC(=O)c1ccc(/C=C2\Oc3ccccc3N(C)C2=O)cc1
  A: 0.0	B: 0	C: -1	D: -18	E: -4	F: 3	G: .	H: -7

CCCNC(=O)Nc1ccc2c(c1)C(=O)N(C)C[C@@H](OC)[C@@H](C)CN(Cc1cccnc1)[C@@H](C)CO2
  A: -0.2	B: 4	C: -8	D: 6	E: 60	F: 4	G: -2	H: 1

O=C(C[C@@H]1CC[C@H]2[C@@H](COC[C@H](O)CN2Cc2ccccc2)O1)NCc1ccccc1Cl
  A: 0.2	B: -1	C: 22	D: -10	E: 1	F: -4	G: 3	H: -1

C[C@@H]1CN([C@H](C)CO)C(=O)c2cc(NC(=O)Cc3ccccc3)ccc2O[C@H]1CN(C)Cc1ccc(C(F)(F)F)cc1
  A: 0.4	B: 4	C: -3	D: 12	E: -2	F: 44	G: -7	H: 4

COc1ccc([Si](C)(C)[C@H]2[C@H](CCO)O[C@@]3(C(=O)N4c5c(cc(OC)cc53)C(C)=CC4(C)C)[C@@H]2C)cc1
  A: .	B: 2	C: .	D: .	E: 16	F: -14	G: -11	H: 13

CCc1nn(C(CC)C(=O)NCCCc2ccccc2)c(=O)c2cc3occc3n12 (configuration not stated)
  A: -0.1	B: -3	C: 0	D: -11	E: 1	F: -14	G: 14	H: 2

COc1ccccc1CCNS(=O)(=O)c1cc2c3c(c1)CCN3C(=O)CC2
  A: -0.1	B: 1	C: -4	D: 4	E: -4	F: 2	G: -3	H: 0

Cc1c(F)cccc1NS(=O)(=O)c1ccc(N2CCCC2=O)cc1
  A: 0.2	B: 2	C: -9	D: 8	E: 0	F: -2	G: 7	H: 4

Taken from above:
In ERAP1 inh, CCc1nn(C(CC)C(=O)NCCCc2ccccc2)c(=O)c2cc3occc3n12 (configuration not stated) has the entry -3
In LGR2 antag, O=C1NC(c2ccc(Cl)cc2)Oc2ccccc21 (configuration not stated) has the entry 15

(more compounds)
Field names: A = XiGFP reactiv; B = ERAP1 inh; C = C2C12 statin; D = LGR2 antag; E = S100A4 MyoIIA; F = Cneo AK release; G = PGC1a acetyl inh; H = SIRT5 block
CC(=O)Nc1ccc(C(=O)N2CCCCC2c2cc(C(=O)NCc3ccccc3)no2)cc1 (configuration not stated)
  A: 0.0	B: -4	C: 0	D: 1	E: -4	F: -1	G: 3	H: -3

C[C@H]1CN([C@@H](C)CO)C(=O)c2cc(C#CCN(C)C)cnc2O[C@@H]1CN(C)S(=O)(=O)c1ccccc1
  A: -1.3	B: -6	C: -14	D: -2	E: -4	F: 8	G: -1	H: -1

CCS(=O)(=O)N(C)C[C@@H]1OCc2ccccc2-c2c(n(C)c3ccccc23)C(=O)N([C@@H](C)CO)C[C@@H]1C
  A: 0.1	B: 3	C: 5	D: 1	E: -20	F: -1	G: 6	H: -3

CCS(=O)(=O)Nc1ccc2c(c1)C(=O)N(C)[C@@H]1CC[C@H](CC(=O)N3CCN(C)CC3)O[C@H]1CO2
  A: 0.0	B: 3	C: 10	D: 28	E: 6	F: -1	G: 3	H: -3

CC(Sc1n[nH]c(N)n1)C(=O)Nc1cccc(S(=O)(=O)N2CCOCC2)c1 (configuration not stated)
  A: 0.0	B: -2	C: .	D: -2	E: -8	F: .	G: -3	H: -1

C[C@@H]1CN([C@@H](C)CO)C(=O)c2cc(NC(=O)NC3CCCCC3)ccc2O[C@@H](C)CCCCO[C@@H]1CN(C)C(=O)c1ccncc1
  A: -0.3	B: .	C: .	D: 4	E: .	F: 1	G: 0	H: .

Cc1ccc(OCC(=O)NC(C)c2ccccc2)cc1 (configuration not stated)
  A: 0.0	B: -9	C: 14	D: 10	E: -6	F: -1	G: .	H: -4

Cc1ccc(C(=O)CCC(=O)Nc2ccccc2C)c(C)c1
  A: 0.0	B: 2	C: -3	D: -2	E: -18	F: 2	G: -4	H: -3

COc1ccccc1C#Cc1cnc2c(c1)C(=O)N([C@H](C)CO)C[C@@H](C)[C@@H](CN(C)C)O2
  A: -0.1	B: -1	C: 2	D: -5	E: 11	F: -1	G: -5	H: 6

CCc1ccc(CC(=S)N2CCOCC2)cc1
  A: -0.1	B: 2	C: 2	D: -23	E: -3	F: -2	G: .	H: -2

COCCn1c(=S)[nH]c2cc(C(=O)NCc3ccccc3)ccc2c1=O
  A: -0.1	B: 4	C: 6	D: 11	E: 0	F: -2	G: -8	H: .

C=CCNc1ncnc2ccc(Br)cc12
  A: .	B: 0&5	C: -16	D: .	E: -17&4	F: -3&-13&0	G: 16&31&21	H: -2&3

CCc1cc(C(=O)c2ccc(C)cc2)c(NC(=O)CCl)s1
  A: -0.1	B: 2	C: .	D: -11	E: -4	F: .	G: .	H: -1

O=C1N(CN2CCC3(CC2)OCCO3)c2ccccc2C12OCCCO2
  A: .	B: .	C: 5	D: -19	E: .	F: 2	G: -24	H: .

Cc1nc(NC(C)c2ccccc2)sc1C(=O)Nc1ccccc1 (configuration not stated)
  A: 0.2	B: -4	C: -36	D: 8	E: -1	F: .	G: 9	H: -1

Cc1noc(C)c1NC(=O)Nc1cccc2c1O[C@@H](CN(C)Cc1ccncc1)[C@@H](C)CN([C@@H](C)CO)C2=O
  A: 0.0	B: 0	C: 0	D: 13	E: -2	F: -5	G: -2	H: -1

CCOC(=O)c1c(N)c(C#N)nn1-c1ccccc1C(=O)OC
  A: .	B: 1	C: .	D: -1	E: 7	F: .	G: .	H: -7

CCOC(=O)c1c(-c2ccc(F)cc2)csc1NC(=O)C1CCCO1 (configuration not stated)
  A: 0.4	B: 1	C: .	D: -2	E: 0	F: .	G: .	H: -2

O=C(CCNc1n[nH]c(=O)[nH]c1=O)N/N=C/c1ccccc1Br
  A: 0.0	B: 3	C: .	D: -7	E: 2	F: .	G: .	H: 1

O=C(C1CCOCC1)N1CC(=O)N2[C@@H](CO)[C@@H](c3ccc(C#CC4CCCC4)cc3)[C@@H]2C1
  A: -0.1	B: -1	C: .	D: -22	E: -5	F: .	G: .	H: 1

CCOc1ccc(NS(=O)(=O)c2ccc(C(=O)NCC(c3ccco3)N3CCCC3)cc2)cc1 (configuration not stated)
  A: 0.1	B: 5	C: -4	D: 12	E: -8	F: 1	G: 2	H: 0

O=[N+]([O-])c1ccc(N/N=C\c2cccnc2)nc1
  A: -0.1	B: -2	C: .	D: .	E: -1	F: .	G: .	H: 0

CCCNC(=O)C[C@H]1CC[C@@H]2[C@H](COC[C@H](O)CN2C(=O)c2cc(Cl)cc(Cl)c2)O1
  A: 0.0	B: -3	C: 6	D: -24	E: -1	F: -4	G: 7	H: -2

CCn1c(SCC(=O)c2ccccc2)nnc1-c1ccoc1C
  A: .	B: 4	C: 14	D: .	E: -4	F: -1	G: -9	H: -1

COC(=O)c1sccc1NC(=O)c1cccc(F)c1
  A: 0.0	B: 1	C: 4	D: -10	E: 5	F: 2	G: .	H: 1

COc1ccccc1/C=N/NC(=S)NCc1ccco1
  A: 0.0	B: 2	C: .	D: 12	E: -5	F: 89*	G: 37	H: 1

CSCCC(NC(=O)COc1ccccc1)C(=O)N1CCN(c2cccc(C(F)(F)F)c2)CC1 (configuration not stated)
  A: 0.1	B: -2	C: -3	D: 8	E: -5	F: -7	G: 1	H: -2
